# Compound activity: PubChem, National Center for Advancing Translational Sciences (NCATS)
# Tau fibril ThT – inhibitors of human tau fibril formation, thioflavin T binding; P10636; recombinant tau K18 P301L, heparin-induced fibrillization, ThT fluorescence; Potency, µM (series often up to 57.4 µM), for the others: at the highest dose activity, negative = inhibition, usual class: inhibitors; actives 2.1% (n = 270,000); AID 1460; further: on the % scale 0 is the no-effect control and ±100 the full control effect; nearly all actives have a fitted effect of over 55% in size
# Target sequence (P10636 561-689 P618L limits assumed): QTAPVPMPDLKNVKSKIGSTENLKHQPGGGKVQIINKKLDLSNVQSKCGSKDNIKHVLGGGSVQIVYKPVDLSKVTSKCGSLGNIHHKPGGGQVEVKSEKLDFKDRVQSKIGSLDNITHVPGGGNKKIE
#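 In this qHTS, human K18 P301L tau is incubated with compound and heparin for 6 hr at 37 C, and Thioflavin T fluorescence then reports fibril load.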
# Tau FP inhib – blocks human tau fibril formation measured by polarization; AID 1468; P10636; actives 0.39% (n = 280,000); Potency, µM (series often up to 57.7 µM), without a hit: top-dose activity, negative = inhibition, most hits filed as inhibitors; K18 P301L tau heparin fibrillization, Alexa594 FP, 6 h; further: on the % scale 0 is the no-effect control and ±100 the full control effect; nearly all actives have a fitted effect of over 55% in size
#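 Human K18 P301L fragment (15 uM unlabeled plus 0.24 uM Alexa 594-labeled) in 100 mM sodium acetate pH 7 with compound, aggregation induced by 20 uM heparin for 6 hr at 37 C. ThT (30 uM) added for 1 hr, then Alexa 594 FP read.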
# GAA inh – alpha-glucosidase (human) inhibition | actives 0.005% (n = 200,000) | purified human GAA, 4-MU-alpha-glucoside fluorescence | AID 1466 | P10253 | Potency, µM (titrated, usually from 76.9 µM), without a hit: top-dose activity change, negative = inhibition, hits mostly inhibitors;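 further: plate controls were uninhibited enzyme wells for no effect and no-enzyme background for full effect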
#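 AC50 values come from Hill fits of compound titrations (up to 77 uM) against 4 nM human enzyme. Substrate 4-methylumbelliferyl-alpha-D-pyranoside at 400 uM, pH 5.0 citrate buffer, 20 min room temperature; fluorescence Ex 365/Em 440 after alkaline stop.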
# GAA glycogen mod – alters human alpha-glucosidase cleavage of glycogen; P10253; recombinant GAA, glycogen substrate, Amplex Red glucose oxidase fluorescence; Potency, µM (titrated, usually from 76.4 µM), inactives show at the highest dose activity change, negative = inhibition, most hits filed as inhibitors; actives 0.38% (n = 300,000); AID 2100;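 further: 0% = full enzyme reaction and -100% = no-enzyme basal signal; the screen sought inhibitors and activators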
#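 Recombinant human alpha-glucosidase (4 nM final) hydrolysed bovine liver glycogen (30 ug) for 40 min at 37 C in pH 5.0 citrate/phosphate with 0.01% Tween-20. Released glucose detected by glucose oxidase/Amplex Red, Ex 573/Em 610 nm. Compounds up to 77 uM; AC50 from Hill fits.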
# Tau fluor cs – counter-screen for tau fibril formation inhibitors. tau K18 P301L Alexa594 fluorescence, heparin fibrillization. Potency, µM (highest dose often 57.7 µM), inactives show top-dose activity change, negative = decrease. actives 0.93% (n = 280,000); further: on the % scale 0 is the no-effect control and ±100 the full control effect; nearly all actives have a fitted effect of over 55% in size
#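 Human tau K18 P301L (15 uM unlabeled, 0.24 uM Alexa 594-labeled) in 100 mM sodium acetate pH 7 with 20 uM heparin, 6 hr at 37 C. ThT 30 uM added, 1 hr ambient; Alexa 594 FP and total fluorescence read at 555/632 nm.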
# GLA spleen mod – inhibits or activates alpha-galactosidase in human spleen homogenate. P06280. actives 0.008% (n = 240,000). human spleen homogenate, 4MU-alpha-Gal fluorescence, 40 min. Potency, µM (series often up to 80 µM), without a hit: at the top dose activity change, negative = inhibition, most hits filed as inhibitors. AID 2107;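 further: 0% = enzyme with vehicle and -100% = no enzyme basal signal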
# Target sequence (P06280 32-429 limits assumed): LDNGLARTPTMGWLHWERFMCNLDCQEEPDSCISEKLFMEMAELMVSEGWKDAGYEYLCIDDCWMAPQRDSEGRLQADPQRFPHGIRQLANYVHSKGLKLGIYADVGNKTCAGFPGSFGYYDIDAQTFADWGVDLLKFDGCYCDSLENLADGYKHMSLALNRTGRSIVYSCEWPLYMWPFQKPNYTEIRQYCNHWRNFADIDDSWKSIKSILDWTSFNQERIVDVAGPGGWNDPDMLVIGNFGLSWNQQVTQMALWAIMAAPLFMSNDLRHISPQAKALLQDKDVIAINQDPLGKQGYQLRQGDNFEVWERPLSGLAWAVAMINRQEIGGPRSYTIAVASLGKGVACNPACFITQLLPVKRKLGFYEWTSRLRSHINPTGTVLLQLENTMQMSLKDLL
#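 Human spleen homogenate (1 ug) was the enzyme source, with 4-methylumbelliferyl-alpha-D-galactopyranoside (1 mM final) in pH 5.0 citrate buffer with 0.01% Tween-20. Compounds were titrated; after 40 min at 37C, NaOH/glycine stop, 4-MU fluorescence read; AC50 from Hill fits.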
# GAA spleen mod – lysosomal alpha-glucosidase (human) modulation. P10253. human spleen homogenate, 4-MU-alpha-glucoside fluorescence. Potency, µM (highest dose often 79.9 µM), inactives show at the highest dose activity change, negative = inhibition, hits mostly inhibitors. actives 0.006% (n = 240,000). AID 2112;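 further: 0% = enzyme with vehicle and -100% = no enzyme basal signal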
#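 Enzyme source: human spleen homogenate, 1 ug/well. Buffer 50 mM citric acid/K phosphate pH 5.0, 0.01% Tween-20. 4-MU-alpha-glucoside 1 mM; 37 C x 40 min; NaOH/glycine stop; fluorescence.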
# HTT cytoprotect – cytoprotection in Huntington HTT-Q103 PC12 cell model; PC12 HTT-Q103 induced, cytoprotection, ATP luminescence, 40 h; Potency, µM (titrated, usually from 56.4 µM), for inactives: cytoprotection (ATP increase), most hits filed as activators; actives 0.14% (n = 230,000); AID 1471;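 further: % of control where 0% means no effect; nearly all actives have a fitted effect of over 45% in size; toxic huntingtin expression switched on by the ecdysone agonist tebufenozide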
#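 PC12 cells stably carrying ecdysone-inducible Htt exon 1 (Q103)–GFP were induced with 100 nM tebufenozide (final) alongside library compounds in a dose series. Cytoprotection was scored as retained ATP by ATPlite luminescence.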
# Active calls of the source: *; ? = inconclusive; · = no result given; [ ] = dose if it differs, or a comment. The call rests on the fitted dose curve; in most records, active means well fitted curve in the direction sought with a large enough effect; inconclusive means small, poorly fitted or top-dose-only effect, or another doubt; inactive means no such curve, though single readings can be large; an effect the other way counts as inactive or inconclusive. Potency means the concentration at half of the fitted maximal effect.
SMILES,Tau fibril ThT,Tau FP inhib,GAA inh,GAA glycogen mod,Tau fluor cs,GLA spleen mod,GAA spleen mod,HTT cytoprotect
Cc1ccc(C)c(N2CCN(S(=O)(=O)c3ccc4c(c3)CCN4C(=O)CCC(=O)O)CC2)c1,-15.2%,4.6%,-10.5%,10.5%,-3.5%,0.1%,7.3%,0.9%
COc1cccc(CNn2cnnc2)c1OCc1ccccc1F,-8.8%,7.8%,2.0%,0.0%,-4.1%,10.6%,-8.9%,-9.7%[0.074 µM]
O=C1C2CCC(C(O)C2)N1Cc1ccccc1 (stereo unspecified),-7.6%,-0.4%,-2.5%,-6.1%,-2.7%,2.1%,1.4%,-13.9%
CCOC(=O)C1C(=O)CC(C)(O)C(C(=O)OCC)C1c1ccc([N+](=O)[O-])cc1 (stereo unspecified),·,·,·,0.0%,·,3.0%,-0.3%,-0.4%[10 µM]
Cc1c(O)cc2c(c1O)C(=O)CC(c1ccc(O)cc1)O2 (stereo unspecified),-10.4%,14.2%,·,-23.5%,-26.4%,-0.5%,-0.6%,0.8%[10 µM]
Cc1cc(NC(=O)/C(C#N)=C/c2ccc(-c3ccc(SC(F)F)cc3)o2)n(-c2ccccc2)n1,7.2%,-5.8%,-7.9%,3.1%,-8.3%,2.6%,-2.3%,-1.2%[1.9 µM]
CCOc1cc(CNc2ccc(C(=O)O)cc2)ccc1OCc1ccccc1,?,11.3%,·,13.7%[76.3 µM],-12.5%,·,·,·
Cc1ccccc1NC(=O)OCc1cccnc1Sc1ccc(Cl)cc1,-9.4%,-6.8%,-9.4%,2.8%,-23.8%,-5.2%,-2.8%,-13.6%
CC1(C)OC(=O)CC1C(=O)NCc1ccccc1 (stereo unspecified),6.1%,1.0%,-8.2%,-9.2%,9.6%,1.4%,-7.1%,-9.7%
Cc1cc2c(C)nc(-c3ccccc3)nc2o1,-11.8%,-4.6%,-1.4%,-1.0%,-2.6%,-3.4%,-5.1%,13.8%
O=C(O)CCC(NC(=O)c1cncc(O)c1)C(=O)O (stereo unspecified),-0.1%,6.2%,-1.6%,1.9%,-4.5%,-5.2%,-0.4%,24.4%[10 µM]
Cc1ccc(NC(=O)c2ccc([N+](=O)[O-])o2)c(C)c1,-6.2%,2.3%,7.4%,1.1%,-0.8%,6.2%,3.6%,·

# Reformatted: four of the compounds above.
# Order of results – Tau fibril ThT	Tau FP inhib	GAA inh	GAA glycogen mod	Tau fluor cs	GLA spleen mod	GAA spleen mod	HTT cytoprotect
- CCOc1cc(CNc2ccc(C(=O)O)cc2)ccc1OCc1ccccc1
  ?	11.3%	·	13.7%[76.3 µM]	-12.5%	·	·	·
- Cc1ccccc1NC(=O)OCc1cccnc1Sc1ccc(Cl)cc1
  -9.4%	-6.8%	-9.4%	2.8%	-23.8%	-5.2%	-2.8%	-13.6%
- CC1(C)OC(=O)CC1C(=O)NCc1ccccc1 (stereo unspecified)
  6.1%	1.0%	-8.2%	-9.2%	9.6%	1.4%	-7.1%	-9.7%
- Cc1cc2c(C)nc(-c3ccccc3)nc2o1
  -11.8%	-4.6%	-1.4%	-1.0%	-2.6%	-3.4%	-5.1%	13.8%

# Next part.
SMILES,Tau fibril ThT,Tau FP inhib,GAA inh,GAA glycogen mod,Tau fluor cs,GLA spleen mod,GAA spleen mod,HTT cytoprotect
CCN(CCN(C)C)C(=O)C1CCN(S(=O)(=O)c2c(C)noc2/C=C/c2ccccc2F)CC1,-3.4%,0.6%,·,0.0%[76.3 µM],4.1%,·,·,·
CCN1CCc2c(sc(NC(=O)CN3C(=O)c4ccccc4C3=O)c2C(N)=O)C1,2.4%,2.2%,-1.8%,-0.8%,2.1%,5.0%,2.8%,·
CCCCNC(=O)c1ccccc1Cl,-11.7%,-5.0%,-12.4%,6.4%,-11.9%,-3.8%,-7.6%,-9.5%
COC(=O)c1c(-c2c(Cl)cccc2Cl)noc1C(=O)NN,-11.3%,11.3%,-2.6%,?,-8.6%,6.2%,-1.5%,-5.0%[10 µM]
COC(=O)c1ccc2c(=O)n(CCN3CCOCC3)c(SCC(=O)C(C)(C)C)nc2c1,-1.6%,-0.5%,0.2%,6.1%,-8.9%,0.4%,-8.3%,-3.7%
Cc1ccc(C(=O)CSc2n[nH]c(-c3ccco3)n2)cc1C,?,-3.4%,1.8%,4.2%,-16.6%,3.6%,-17.3%,13.0%
Cc1ccc2ncc(C(=O)NCc3ccccc3Cl)c(=O)n2c1,2.6%,3.5%,·,2.3%[76.3 µM],0.7%,·,·,·
O=C(Nc1nncs1)c1cccnc1Cl,2.2%,-7.5%,-7.5%,2.0%,3.6%,1.3%,-2.7%,-4.8%[10 µM]
CCOc1ccc(NC(=S)N(CCCN2CCOCC2)Cc2cn(C)c3ccccc23)cc1,3.8%,1.5%,-4.5%,-15.8%,-0.7%,-6.8%,-1.2%,-59.1%[inhibitor][10 µM]
COC(=O)c1cccc(NC(=S)NCc2ccco2)c1,-7.2%,-9.3%,3.4%,-17.3%,-15.9%,0.6%,-0.4%,-5.0%
Cn1c(NC(=O)Cc2cccs2)cc(=O)n(C)c1=O,-6.2%,-0.9%,1.8%[15.4 µM],-7.9%,0.8%,6.6%,8.3%,?
Cc1c(NC(=O)C2CC(c3ccc(F)cc3)=NO2)c(=O)n(-c2ccccc2)n1C (stereo unspecified),-13.3%,1.8%,-1.1%,-0.3%,-5.3%,2.6%,6.9%,5.1%
COc1ccc(OC)c(C(=O)c2ccc(C(=O)O)cc2)c1,-3.8%,1.2%,0.0%,3.6%,-12.1%,-1.6%,-3.4%,-10.5%
CC1CCN(C2(O)C(=O)Nc3ccc(Br)cc32)CC1 (stereo unspecified),-1.0%,1.1%,0.8%,-8.6%,-7.8%,7.5%,-2.4%,·
CN(C)S(=O)(=O)c1ccc(C(=O)NCC2(N3CCCCC3)CCCCC2)cc1,-6.1%,-7.0%,-6.1%,9.4%,1.0%,-5.2%,-1.2%,26.2%
CCCn1c(=O)c2[nH]c(-c3ccc(S(=O)(=O)O)cc3)nc2n(CCC)c1=O,-11.3%,-8.8%,·,·,-11.6%,?,20.3%,17.3%[1.9 µM]
CCCCNC(=O)c1nn2cc(Br)cnc2c1Br,-11.9%,4.8%,2.8%,-1.6%,-6.4%,1.7%,-4.6%,-12.7%
CCOc1ccccc1NC(=O)CSc1ccc2nnc(CCNS(=O)(=O)c3ccccc3)n2n1,8.0%,4.2%,·,-4.4%[76.3 µM],-0.6%,·,·,·
O=C(COC(=O)CCC1CCCC1)Nc1ccc(Cl)cc1F,-0.3%,-9.0%,-6.6%,-0.9%,-13.3%,-14.5%,5.3%,12.4%[10 µM]
COc1ccccc1OCCC(=O)OCC(=O)Nc1cc(S(=O)(=O)N2CCOCC2)ccc1Cl,-3.8%,2.9%,?,-0.6%,-1.1%,1.2%,0.5%,-18.0%
Cc1cc(=O)oc2cc(Oc3ccc([N+](=O)[O-])cc3[N+](=O)[O-])ccc12,?,-0.1%,?,-0.4%,12.6µM*[quencher],?,?,1.1%[10 µM]
COc1cccc(CNC(=O)C(NS(=O)(=O)c2ccc3c(c2)oc(=O)n3C)C(C)C)c1 (stereo unspecified),5.3%,-3.0%,·,13.5%[76.3 µM],-4.2%,·,·,·
CCC(c1nnc(SCCNCCO)n1CCN1CCOCC1)N(C)C (stereo unspecified),-3.3%,0.9%,-1.8%,5.9%,-2.5%,-6.3%,-2.6%,11.8%[10 µM]
COc1ccc(-c2csc(-c3ccc(C(=O)O)cc3)n2)cc1,-4.7%,-7.6%,3.5%,-9.0%,-7.2%,-7.1%,·,-71.6%[inhibitor]
CC(=O)N1CCc2cc(S(=O)(=O)NCCCN3CCN(Cc4ccccc4)CC3)ccc21,-5.1%,5.3%,-4.9%,14.8%,-6.0%,10.3%,9.6%,-31.0%
Cc1nc2ccc(S(=O)(=O)NCC(=O)N3CCN(c4ccccc4)CC3)cc2s1,-4.4%,-0.1%,-1.9%,-0.6%,-3.6%,-21.8%,-13.8%,-36.5%
N#Cc1c(Cl)nc(N/N=C/c2ccccc2)c(Cl)c1Cl,6.6%,0.6%,1.4%,-4.7%,7.9%,12.3%,12.7%,-7.4%[10 µM]
CCC(=Cc1ccc(CC)cn1)CC,3.4%,1.1%,-5.3%,4.6%,0.0%,-9.1%,-5.2%,-5.3%[10 µM]
COc1ccccc1-c1nc(C#N)c(N2CCN(c3ccccc3)CC2)o1,?,8.2%,-6.2%,-11.3%,-28.9%,-5.1%,-11.6%,19.5%[10 µM]
Cc1cc(Cl)nc2c(C(C)C)cccc12,-2.3%,-6.0%,-5.3%,-7.3%,-5.0%,1.6%,6.7%,15.6%[10 µM]
Cc1ccc(SC(=O)c2c(C)noc2-c2cc(C)on2)cc1,·,-5.3%,·,-4.0%,-1.8%,-3.9%,-0.8%,37.0%[10 µM]
O=C(CN1C(=O)CC(c2ccco2)Sc2ccccc21)Nc1ccc(Br)cc1 (stereo unspecified),11.3%,-9.3%,·,7.2%[76.3 µM],-10.6%,·,·,·
O=C(c1ccc(S(=O)(=O)N2CCCCC2)cc1)c1nnc(-c2ccc(Cl)cc2)o1,-5.3%,2.9%,-7.0%,0.1%,-5.6%,7.1%,7.8%,-5.1%
O=C(NCCN1CCOCC1)c1ccccc1-c1ccccc1,-5.8%,6.8%,-1.1%,-2.4%,6.7%,1.1%,1.7%,-3.1%
CCOC(=O)C1(Cc2ccc(Cl)cc2)CCN(C(=O)C2CCCO2)CC1 (stereo unspecified),-1.8%,-5.9%,·,7.5%,0.1%,-6.5%,-2.6%,7.1%[10 µM]
CCOCCCNC(=O)C1CCN(C(=O)Nc2ccc(Cl)cc2)CC1,-1.6%,-7.3%,?,4.1%,-1.4%,-7.6%,-17.6%,-6.5%
Clc1nn2cnnc2c2ccccc12,-12.2%,-3.6%,0.9%,0.6%,-9.2%,4.0%,2.5%,?
O=C(Cn1nnc(-c2ccc(OCc3ccccc3F)cc2)n1)N1CCOCC1,2.9%,4.2%,1.6%,3.2%,-2.7%,6.1%,3.4%,-1.7%[10 µM]
